p53 reactivation: restores transcriptional activity of mutant p53; Potency, µM (series often up to 92.2 µM), for the others: at the top dose activity change, positive = activation, actives largely listed as activators; AID 504706; 320,000 tested, 0.063% active; H1299 p53-A138V BP100-luciferase reporter, luminescence, 24 h; note: potency is the fitted concentration of half-maximal effect; % of control where 0% means no effect; nearly all actives have a fitted effect of over 45% in size
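p53-null H1299 cells stably carrying temperature-sensitive p53-A138V and a BP100-luciferase reporter were pinned with compounds (4-point, 1:5 series) and held 24 hrs at 37 deg C. Luminescence was read 10 min after detection reagent.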
FLuc modulator: firefly luciferase modulation, counter-screen for miR-21 project | P08659 | purified FLuc, Km substrates, luminescence inhibition | Potency, µM (doses to about 57.5 µM), without a hit: at the highest dose activity change, negative = inhibition, most hits filed as inhibitors | 360,000 tested, 6.9% active;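 note: potency is the fitted concentration of half-maximal effect; plate controls were vehicle for no effect and reference inhibitor for full effect; nearly all actives have a fitted effect of over 55% in size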
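Purified P. pyralis luciferase, 10 nM final, with Km-level 10 uM D-luciferin and 10 uM ATP in 50 mM Tris acetate pH 7.5, 10 mM Mg acetate, 0.01% Tween-20, 0.05% BSA; 6-point qHTS titration about 60 µM downward; luminescence read.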
RORgamma inh: blocks mouse ROR gamma transcriptional activity. 310,000 tested, 5.4% active. Drosophila S2 Gal4-RORgamma UAS-luciferase reporter, 20 h. AID 2551. Potency, µM (titrated, usually from 53.6 µM), inactives show at the top dose activity change, negative = inhibition, hits mostly inhibitors; note: potency is the fitted concentration of half-maximal effect; % is set by controls: 0 for no effect and ±100 for the full control effect; nearly all actives have a fitted effect of over 60% in size
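A Gal4/UAS one-hybrid system in insect cells: metallothionein-promoter Gal4–ROR gamma fusion plus Photinus luciferase reporter. Copper sulfate 700 uM final, 20 hr ambient incubation, luminescent detection after 10 min with reagent.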
Tb PFK block: blocks T. brucei phosphofructokinase. T. brucei PFK, ADP-Glo luminescence. Potency, µM (doses to about 57.5 µM), without a hit: at the top dose activity, negative = inhibition, hits mostly inhibitors. 330,000 tested, 0.17% active. AID 485367;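 note: potency is the fitted concentration of half-maximal effect; 0% = uninhibited 1x PFK enzyme wells and -100% = no-enzyme wells; nearly all actives have a fitted effect of over 60% in size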
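PFK 1.25 nM, F6P 0.5 mM, ATP 0.1 mM, 0.1 M TEA pH 8.0, 5 mM MgCl2, 0.01% Tween20, 0.1% BSA; 45 min RT. ADP-Glo readout. qHTS titration up to 57 uM; curves fitted, compounds curve-classed.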
Rab9 promoter act: activates the Rab9 promoter; Huh7 Rab9 promoter-luciferase reporter, luminescence, 24 h; 320,000 tested, 2.8% active; AID 485297; Potency, µM (series often up to 9.22 µM), without a hit: at the top dose activation, negative = inhibition, hits mostly activators; note: potency is the fitted concentration of half-maximal effect; % of control where 0% means no effect; nearly all actives have a fitted effect of over 60% in size
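Luminescence read-out: Huh7 cells stably expressing Rab9-luciferase, treated 24 h with compound at 37 °C, then lysed with luciferase reagent for 10 min at ambient before reading.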
NPC1 promoter act: activates the NPC1 promoter. Huh7 NPC1 promoter luciferase reporter, 24 h. 320,000 tested, 2.4% active. Potency, µM (titrated, usually from 9.22 µM), for inactives: top-dose activation, usual class: activators;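 note: potency is the fitted concentration of half-maximal effect; % of control where 0% means no effect; nearly all actives have a fitted effect of over 60% in size; reporter is driven by a mutant NPC1 promoter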
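Huh7 cells stably carrying NPC1 promoter–luciferase, plated in Opti-MEM with 10% FBS for 2 h, were exposed to compound in DMSO for 24 h at 37 °C; luciferase reagent was added for 10 min and luminescence read.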
Gal4-VP16 FLuc: counter-screen for ROR gamma inhibitors: Gal4-VP16 reporter | Drosophila S2 Gal4-VP16 UAS-luciferase, luminescence, 20 h | Potency, µM (titrated, usually from 53.6 µM), for the others: at the top dose activity, negative = inhibition, actives largely listed as inhibitors | 310,000 tested, 3.5% active | AID 2546;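 note: Gal4-VP16 expression switched on by copper sulfate through the metallothionein promoter; potency is the fitted concentration of half-maximal effect; % is set by controls: 0 for no effect and ±100 for the full control effect; nearly all actives have a fitted effect of over 50% in size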
BRCA1 expr act: increases BRCA1 expression | 380,000 tested, 1.1% active | Potency, µM (highest dose often 46.1 µM), without a hit: at the highest dose activation, most hits filed as activators | MCF7-BRCA1-FFLuc reporter, luminescence, 48 h; response scale: scaled: vehicle 0%, 10 µM genistein 100%; note: potency is the fitted concentration of half-maximal effect; nearly all actives have a fitted effect of over 80% in size; some results filed as inactive show a strong effect at the top dose
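Compounds are tested at multiple concentrations on MCF7 BRCA1-luciferase reporter cells seeded at 2000 per well; after 48 h, a single luminescence end-point is taken and curves fitted to the normalized data.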
ELG1 repair inh: ELG1-dependent DNA repair inhibition. HEK293T ELG1-luciferase reporter, luminescence, 16 h; DNA damage induced by 5-fluorouridine. Potency, µM (series often up to 46.1 µM), for inactives: at the top dose activity change, negative = inhibition, hits mostly inhibitors. 330,000 tested, 2.3% active. AID 504467; note: potency is the fitted concentration of half-maximal effect; % is set by controls: 0 for no effect and ±100 for the full control effect; nearly all actives have a fitted effect of over 55% in size
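Step one: seed 2,000 cells per well. Step two: pin-transfer compound or DMSO alongside 5-fluorouridine. Step three: incubate 16 hr, 37 °C, 5% CO2. Step four: add ONE-Glo, wait 30 min, read luminescence.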
ELG1 genotoxic: genotoxicity induction in ELG1-luciferase HEK293T cells; AID 504466; HEK293T ELG1-luciferase reporter, luminescence, 16 h; Potency, µM (series often up to 46 µM), without a hit: at the highest dose activity change, positive = activation, most hits filed as activators; 330,000 tested, 1.3% active; note: potency is the fitted concentration of half-maximal effect; % of control where 0% means no effect; nearly all actives have a fitted effect of over 60% in size
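ELG1-luciferase HEK293T cells, 2,000/well; compound pinned in; 16 hr, 37 °C, 5% CO2; ONE-Glo, 30 min RT; luminescence on CCD imager.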
TRPV1 ag: human TRPV1 agonism. activation, % at 8.33 µM. 320,000 tested, 0.19% active. Q8NER1. TRPV1-expressing cells, Fluo-8 calcium influx, agonist mode; in the data active = activation above about 80%; inconclusive = between about 30% and that limit; note: 0% is about no effect
Target sequence (Q8NER1 whole entry, looked up): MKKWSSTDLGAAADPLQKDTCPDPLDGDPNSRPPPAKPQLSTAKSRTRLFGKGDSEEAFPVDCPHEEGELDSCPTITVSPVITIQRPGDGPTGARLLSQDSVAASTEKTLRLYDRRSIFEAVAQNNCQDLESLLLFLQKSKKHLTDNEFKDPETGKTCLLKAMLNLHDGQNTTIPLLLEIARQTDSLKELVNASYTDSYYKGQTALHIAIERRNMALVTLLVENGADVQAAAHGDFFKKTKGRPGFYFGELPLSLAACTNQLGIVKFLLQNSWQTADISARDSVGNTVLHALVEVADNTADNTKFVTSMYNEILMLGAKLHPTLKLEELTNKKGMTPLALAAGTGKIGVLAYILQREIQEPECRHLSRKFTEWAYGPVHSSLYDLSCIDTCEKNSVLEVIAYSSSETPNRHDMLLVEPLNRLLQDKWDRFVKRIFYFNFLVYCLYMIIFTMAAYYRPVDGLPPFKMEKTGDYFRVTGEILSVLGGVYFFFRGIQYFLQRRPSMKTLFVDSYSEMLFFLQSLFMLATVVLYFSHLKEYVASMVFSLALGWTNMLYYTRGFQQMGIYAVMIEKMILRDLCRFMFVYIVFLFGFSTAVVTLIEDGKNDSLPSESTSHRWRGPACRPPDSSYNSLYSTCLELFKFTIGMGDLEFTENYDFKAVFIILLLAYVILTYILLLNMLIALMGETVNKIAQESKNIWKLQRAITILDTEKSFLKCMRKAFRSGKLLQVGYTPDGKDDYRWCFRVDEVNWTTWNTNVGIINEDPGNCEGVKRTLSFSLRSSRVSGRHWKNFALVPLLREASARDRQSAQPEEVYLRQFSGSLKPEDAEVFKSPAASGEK
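Fluo-8 calcium influx in TRPV1-expressing cells, kinetic read (ex 480/em 520 nm). Compound added and read 3 min for agonist activity, followed by capsaicin at EC20 final and 2 min further read for enhancement.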
* hit, by the source's call; u = inconclusive; x = no result given; & = joins results of further samples. Unless noted, calls come from the whole dose curve; as a rule, active = well fitted curve in the direction sought with a large enough effect; inconclusive = small, poorly fitted or top-dose-only effect, or another doubt; inactive = no such curve, though single readings can be large; an effect the other way counts as inactive or inconclusive.

nr	SMILES	p53 reactivation	FLuc modulator	RORgamma inh	Tb PFK block	Rab9 promoter act	NPC1 promoter act
1	CCOc1ccc(/C=N/Nc2ccc(C(F)(F)F)cc2[N+](=O)[O-])cc1O	5%	1%	32%	0%	-12%	0%
2	Nc1ccc(-c2cnc[nH]2)cc1[N+](=O)[O-]	5%	-15%	29%	-3%	0%	10%
3	O=C(NN=C1CCCC1)c1ccccc1OCCOc1ccccc1	-3%	-5%	-5%	-4%	15%	-3%
4	CCN(Cc1cnn(C)c1)C(=O)c1ccc2nc(Cc3cccc(Cl)c3)oc2c1	2%	2%	20%	-14%	-4%	1%
5	CSCCC(=O)N1CCC(CCC(=O)NC2CC2)CC1	6%	-3%	-3%	-2%	7%	-1%
6	CC(C)c1ccc(N=c2c([N+](=O)[O-])nn(-c3ccc4c(c3)OCCO4)n2O)cc1	7%	-8%	u	-4%	-8%	-6%
7	Cc1ccc(NC(=O)COC(=O)Cn2c(C)csc2=O)c([N+](=O)[O-])c1	2%	-3%	x	-11%	-2%	0%
8	Cc1ccc2nc(NC(=O)Cn3cc4c(n3)CCCCC4)sc2c1	5%	3%	-22%	-6%	3%	3%
9	Clc1ccc(C2=NNC(=NCC3CCCO3)SC2)cc1 (centres undefined)	u	12µM*	u	u	u	3.2µM*
10	Cn1c(=O)c2c(nc(Sc3ncnn3CC(=O)NC3CCCCC3)n2C)n(C)c1=O	8%	-1%	1%	0%	7%	0%
11	CN(C(=O)c1ccc(COc2ccccc2Cl)o1)c1ccccc1	5%	-5%	43%	1%	-6%	20%
12	CCc1nnc(NC(=O)CSc2nc3c(c(=O)n2C)SC(C)C3)s1 (centres undefined)	-9%	-1%	9%	-7%	-4%	-1%
13	O=C(/C=C/c1ccccc1)NCc1ccc2c(c1)OCO2	2%	u	1%	4%	9%	0%
14	CC(=O)CCc1ccc(OCC(=O)Nc2cccc(S(=O)(=O)N(C)c3ccccc3)c2)cc1	7%	11µM*	x	-3%	-12%	-2%
15	Cc1cnc(NC(=O)Cc2ccc(C)c(C)c2)s1	0%	-2%	1%	-1%	6%	11%

nr	Gal4-VP16 FLuc	BRCA1 expr act	ELG1 repair inh	ELG1 genotoxic	TRPV1 ag
1	u	-6%	6%	u	1
2	0%	56%	u	2%	-5
3	6%	-48%	-23%	1%	9
4	18%	-22%	0%	-2%	1
5	0%	-2%	4%	2%	-3
6	u	10%	-14%	-9%	2
7	x	-6%	18%	5%	13
8	-25%	43%	u	25%	-4
9	u	2.5µM*	u	20%	4
10	3%	3%	-15%	-1%	0
11	20%	4%	u	-1%	7
12	-9%	-13%	10%	2%	-3
13	7%	58%	-13%	4%	27
14	x	15%	u	-2%	6
15	-21%	32%	u	7%	0

(continued)
nr	SMILES	p53 reactivation	FLuc modulator	RORgamma inh	Tb PFK block	Rab9 promoter act	NPC1 promoter act
16	COc1ccc(/C=C2\N=C3CCCN3C2=O)cc1	10%	15µM*	-26%	1%	u	u
17	C/C=C(\C)CN1CCN(c2ccccc2)CC1	2%	-1%	-12%	4%	-1%	0%
18	Cc1cc(Nc2ccc(F)c(F)c2)nc(-c2ccccc2O)n1	-2%	0%	-6%	0%	-11%	-2%
19	O=C(/C=C/c1ccccc1)N1c2ccccc2Sc2ccc(C(F)(F)F)cc21	-4%	-8%	u	-4%	-1%	-2%
20	COC(=O)c1cc(Sc2cccc(Cl)c2Cl)ccn1	-5%	-8%	u	-2%	-5%	-2%
21	Cc1ccccc1NC(=O)NCCc1c[nH]c2ccccc12	-3%	-6%&-6%	u	0%	-3%	2%
22	CC(=O)c1c(OC(=O)c2ccccc2)ccnc1C(F)(F)F	-2%	4%	x	1%	-4%	0%
23	CCOC(=O)C1CCCN(C(=O)c2cnn3c(C(F)F)cc(-c4ccc(C)cc4)nc23)C1 (centres undefined)	-6%	0%	-18%	-3%	-7%	-5%
24	Cc1nc2c(C)cccc2cc1C(=O)N/N=C/c1cccc([N+](=O)[O-])c1	2%	-1%	3%	-6%	1%	-1%
25	Cn1c(SCc2ccc(F)cc2)nnc1-c1cccs1	14%	19µM*	2%	-1%	4µM*	2.2µM*
26	Cc1ccc(C)c(OCCn2cc(/C=C(\C#N)C(=O)NCC3CCCO3)c3ccccc32)c1 (centres undefined)	-8%	-9%	u	2%	-7%	-3%
27	COc1ccccc1C(C)NC(=O)c1ccc(C)o1 (centres undefined)	-3%	5%	3%	6%	-7%	-5%
28	COc1cc(C2N(C)CCC3(OCCO3)C2(C)C)cc(OC)c1OC (centres undefined)	-8%	4%	-14%	0%	-4%	-3%
29	COc1cc(C2Sc3ccccc3NC3=C2C(=O)OC3)cc(OC)c1OC (centres undefined)	-12%	4%	u	-5%	-5%	-6%
30	CC(NC(=O)c1ccc(NC(=O)CC2SC(N3CCCC3)=NC2=O)cc1)c1ccc(F)cc1 (centres undefined)	0%	-1%	x	-1%	-2%	-1%

nr	Gal4-VP16 FLuc	BRCA1 expr act	ELG1 repair inh	ELG1 genotoxic	TRPV1 ag
16	-13%	u	u	u	5
17	-8%	-6%	14%	-4%	-6
18	-11%	-23%	-1%	1%	1
19	u	2%	u	-8%	20
20	11µM*	-44%	-2%	-4%	2
21	4%	-1%&3%	u	0%	16
22	x	-7%	11%	3%	0
23	-26%	-19%	u	-5%	u
24	-13%	-68%	-29%	-8%	u
25	u	4.5µM*	u	u	13
26	-8%	-44%	16µM*	-8%	14
27	-4%	-34%	u	7%	-1
28	-1%	36%	-6%	-1%	1
29	5%	-76%	-10%	3%	0
30	x	1%	1%	-3%	6

New compounds follow.
nr	SMILES	p53 reactivation	FLuc modulator	RORgamma inh	Tb PFK block	Rab9 promoter act	NPC1 promoter act
31	O=C(NCC1CCCCC1)c1cc(Br)ccc1Cl	14%	3%	-6%	2%	2%	6%
32	Cc1cc(S(=O)(=O)N2CCOCC2)ccc1OCC(=O)Nc1ccc(F)cc1	-3%	0%	6%	-2%	-5%	2%
33	COc1ccc(/C=N/NC(=O)c2cccc(OC(F)(F)C(F)F)c2)c(OC)c1OC	-7%	-4%	u	-6%	-4%	-6%
34	CCC(C)c1ccc(NC(=O)COC(=O)CCNS(=O)(=O)c2cccs2)cc1 (centres undefined)	2%	x	x	-2%	x	x
35	Cc1nc(Nc2ccc(O)cc2)c2c3c(sc2n1)CCCC3	-3%	u	13%	4%	1%	10%
36	CCOc1ccccc1N(CC(=O)N(C)Cc1ccccc1)S(=O)(=O)c1ccccc1	22%	1%	-2%	-2%	25%	19%
37	CCc1n[nH]c(=S)n1/N=C/c1ccc2c(c1)OCO2	3%	0%	11µM*	-25%	6%	0%
38	COc1cc(/C=c2\s/c(=C\C(=O)C(C)(C)C)[nH]c2=O)cc(OC)c1OC	-3%	-10%	u	-7%	-14%	-6%

nr	Gal4-VP16 FLuc	BRCA1 expr act	ELG1 repair inh	ELG1 genotoxic	TRPV1 ag
31	23%	34%	-1%	1%	17
32	-3%	0%	3%	0%	6
33	-1%	-7%	-29%	-1%	-1
34	x	46%	u	6%	x
35	7%	-70%	u	-5%	4
36	-14%	-30%	u	-3%	3
37	u	-1%	4%	0%	6
38	u	-54%	u	-3%	8

Random draw from the library. About 15% of those tested had a hit in this group.
